# KLK5 inh: blocks human kallikrein 5 protease activity | Q9Y337 | 210,000 compounds, 0.59% hits | recombinant hK5, fluorogenic AMC substrate cleavage | inhibition, % at 5 µM;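 active = inhibition of 40% or more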;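 note: 0% = enzyme controls without compound and 100% = no-enzyme blanks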
# p97 inhibitor: human p97 ATPase inhibition. inhibition, % at 8 µM. AID 1481. P55072. 220,000 compounds, 0.42% hits. recombinant p97 ATPase, Kinase-Glo ATP luminescence, 3 h; in the data active = inhibition above about 15%;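 note: 0% = DMSO vehicle and 100% = wells lacking enzyme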
# eIF4E-4G inh: eIF4E/eIF4G interaction inhibition in translation initiation | TR-FRET eIF4E-eIF4GI(517-606) binding, 2 h | 220,000 compounds, 0.37% hits | inhibition, % at 21.7 µM | P63073+Q04637;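 active = inhibition above about 30%, limit read from the data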;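 note: 0% = full FRET control wells and 100% = background wells lacking eIF4GI fragment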
# Wee1 degr inh: inhibitors of human Wee1 degradation; HeLa Luc-Wee1K328M stability, luciferase luminescence; 100% = proteasome inhibitor MG132 effect; reporter increase, % at 5 µM; 220,000 compounds, 1.2% hits; AID 1321;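 active = activation above the mean of all tested compounds plus 3 SD, set per screening run, cut at about 8.8% in these data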;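 note: cells exposed to compound for 20 h before luminescence read; 0% = DMSO alone and 100% = MG132 at 30 µM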
# MDM2 E3 inh: Mdm2 E3 ligase (human) inhibition. Q00987. cell-based MDM2 ubiquitination luciferase reporter, 2 h; 0 = plate control, 100 = twice control, blank-subtracted. signal enhancement, % at 5 µM. 210,000 compounds, 0.11% hits. AID 1230;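 active = signal enhancement of 30% or more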;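 note: luminescence tracks abundance of the self-degrading MDM2-luciferase fusion protein; higher signal means inhibition of MDM2 E3 ligase activity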
#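 Material: stable MDM2–luciferase fusion reporter cells / Quantity: 2000 cells/well / Dosing: single 5 µM compound dose, 0.2% final DMSO / Buffer or medium: DMEM / Schedule: 4 h cell settling then 2 h compound exposure, 37 °C / Detection: luminescence with SteadyLite reagent, 15 min at room temperature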
# FXIIa inh 1536: inhibitors of human coagulation factor XIIa; 220,000 compounds, 0.3% hits; inhibition, % at 5 µM; purified FXIIa, Boc-QGR-AMC fluorogenic substrate, 2 h; in the data active = inhibition above about 40%;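 note: 0% = enzyme with no compound and 100% = blank without enzyme; many of its hits are not listed in these tables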
# 14-3-3 Bad inh: disrupts binding of bovine 14-3-3 zeta to phospho-Bad peptide. P63103. TR-FRET 14-3-3zeta/Dy647-pBad peptide displacement, 1 h. inhibition, % at 21.7 µM. 220,000 compounds, 0.71% hits. AID 781;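 active = inhibition above about 70%, limit read from the data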;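 note: 0% = full 14-3-3 plus peptide FRET controls and 100% = background without 14-3-3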
# FXIa inh: factor XIa (human) inhibition; P03951; purified FXIa, Boc-Glu-Ala-Arg-AMC fluorogenic substrate; inhibition, % at 5 µM; 220,000 compounds, 0.14% hits;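 active = inhibition of at least 40%; inactive = inhibition below 40%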;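 note: fluorescence of freed AMC excited at 355 nm; 0% = enzyme without compound and 100% = no enzyme blank; many of its hits are not listed in these tables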
# Rad51 HR inh: Rad51 (human) homologous recombination inhibition; inhibition, % at 10 µM; 200,000 compounds, 0.085% hits; Q06609; hRad51 DNA strand exchange, fluorescence dequenching;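 active = inhibition above 40% at the single screening dose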;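 note: 0% = DMSO control wells and 100% = blanks with heterologous ssDNA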
#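 Assay system: Human Rad51 nucleoprotein filaments preassembled on unlabelled ssDNA | Reagent: Donor/quencher-labelled 47-bp dsDNA substrate | Doses: One concentration, 10 µM final | Times: 37 °C 15-min filament assembly, 30-min compound preincubation, 15-min exchange | Technique: Fluorescein emission 520 nm, excitation 485 nm | Benchmarks: Plate control and blank wells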
# Starred values were filed as active, the others as inactive; · = no result given; [ ] = dose if it differs, or a comment.
cpd	smiles	KLK5 inh	p97 inhibitor	eIF4E-4G inh	Wee1 degr inh	MDM2 E3 inh	FXIIa inh 1536	14-3-3 Bad inh	FXIa inh	Rad51 HR inh
1	Cc1c(C(=O)N2CCCCC2)sc(NC(=O)c2ccco2)c1C#N	-9	-2	5[fluorescence artefact?]	-1	-6	17	9	9	-12
2	CCOCCCNC(=O)C(c1ccc(Cl)cc1)N(Cc1ccc2c(c1)OCO2)C(=O)CNC(C)=O (stereo not drawn)	-1	2	-1	3	-1	5	1	-2	4
3	Cc1nn(C)c(C)c1NC(=O)CSc1nc(-c2ccccc2Cl)nc2c1cnn2-c1ccccc1	-7	-8	-17	-2	-20	7	67[fluorescence artefact?]	-4	-5
4	O=C(NNS(=O)(=O)c1ccc(C(F)(F)F)cc1)c1cnn(-c2ccccc2)c1C(F)(F)F	-8	-3	-4	-1	-5	3	-2	2	8
5	CC(=O)N1CCN(c2ccc(S(=O)(=O)N3CCCCC3)cn2)CC1	1	1	3	4	-23	6	8[fluorescence artefact?]	0	-4
6	Nn1cnc2c([nH]c3ccccc32)c1=O	13	2	1	-1	-14	3	12	0	11
7	CCOc1ccc(OC(=O)NC(c2ccccc2)C(Cl)(Cl)Cl)cc1 (stereo not drawn)	-1	4	-8	2	12	19	12	5	3
8	COc1ccc(OC)c(NC(=O)CSc2nnc(CCCO)n2-c2ccccc2)c1	-15	-5	1[fluorescence artefact?]	-3	-12	5	-10	1	-10
9	CCOC(=O)/C(=C\c1ccccc1)NC(=O)c1ccccc1	-2	5	-1	-4	-7	1	5	-1	10
10	Cc1ccc(CN2CCCC(CO)(Cc3ccccc3C)C2)s1 (stereo not drawn)	7	-2	0	8.9*	3	2	-2	-2	·
11	CCn1c(CNC(=O)c2ccco2)nnc1SCC(=O)Nc1cc(C)c(C)cc1Br	5	-5	-6	-2	-7	11	-4[fluorescence artefact?]	0	5
12	CCCN1C(=S)SC(C)(C)C1/[N+]([O-])=C/c1cccnc1 (stereo not drawn)	-6	-1	-9[fluorescence artefact?]	4	·	2	0[fluorescence artefact?]	-9	0
13	COc1cc(C2CC(C(F)(F)F)n3ncc(C(=O)O)c3N2)cc(OC)c1OC (stereo not drawn)	-9	-2	-1[fluorescence artefact?]	2	11	-1	3	5	-4
14	COc1ccccc1CNC(=O)C1CCN(S(=O)(=O)c2c(C)noc2C)CC1	7	2	4	4	13	16	0	8	2
15	Cc1cc(Br)c(OCc2ccc(C(=O)N/N=C3\CC4CC=CC34)cc2)c(Br)c1 (stereo not drawn)	-11	3	2	-1	4	8	-10	3	-42
16	CC(OC(=O)c1ccccc1N1C(=O)C2C3CCC(C3)C2C1=O)C(=O)c1ccccc1 (stereo not drawn)	-9	-6	3[fluorescence artefact?]	0	-6	-3	4	-10	14
17	CCN(CCCNC(=O)COc1cc(=O)n(C)c2ccccc12)c1ccccc1	21	-2	11	-2	-26	24	-6	18	-6
18	N#C/C(=N/Nc1ccc(OC(F)(F)F)cc1)C(N)=S	-6	10	7	3	-3	5	-3	-4	0
19	COc1cccc(/C=N/NC(=O)CNC(=O)C2COc3ccccc3O2)c1O (stereo not drawn)	-29	6	5	1	-2	15	-5[fluorescence artefact?]	3	1
20	CCN1CCN(c2ncc(C(=O)Nc3c(F)cc(F)cc3Br)c3ccccc23)CC1	-22	-5	4	-2	-4	-17	-14	-18	1
21	CCN(C(=O)CSc1nnnn1-c1ccccc1)C1CCS(=O)(=O)C1 (stereo not drawn)	-5	5	1	0	-15	0	-2	-6	7
22	COc1ccc(CC(=O)O/N=C(\N)c2ccccn2)cc1	-1	8	-5	16*	-9	2	-3	2	·
23	Cc1ccc(N(CC(=O)N/N=C/c2cc(C)n(-c3ccccc3)c2C)S(C)(=O)=O)c(C)c1	-11	2	-10	-2	-6	5	-19	-11	1
24	C/C(CC(=O)Nc1ccc(F)cc1)=N\NC(=O)Cc1csc(N)n1	9	2	0	2	-11	3	16[fluorescence artefact?]	1	-4
25	CC(=O)Nc1cccc(NS(=O)(=O)c2ccccc2[N+](=O)[O-])c1	10	1	1	-1	-88	12	6	2	0
26	N/C(=N\OC(=O)CC1CCCCC1)c1cccnc1	7	4	-7[fluorescence artefact?]	-1	-6	20	-4	-50	3
27	O=C(NCc1ccccn1)Nc1ccccc1	1	4	-3	3	-21	3	-10	-1	25
28	O=C(Nc1cccc(F)c1)c1cc(S(=O)(=O)N2CCOCC2)cs1	-5	11	-2	-2	-5	5	-2	-2	-2
29	COc1ccc(S(=O)(=O)c2c(N)n(Cc3ccco3)c3nc4ccccc4nc23)cc1	-7	9	-7[fluorescence artefact?]	2	-5	2	-2[fluorescence artefact?]	-8	-50
30	COc1ccc(C(=O)NNC(=O)CN2CCC(n3nnc4cc(F)ccc43)CC2)cc1	-20	2	1	-2	-17	25	8	21	-5
31	CCCn1c(C(O)c2ccc(OC)cc2)nc2ccccc21 (stereo not drawn)	-7	2	0	-2	-8	10	-12	4	-2
32	Cc1ccc(NC2OC(CO)C(O)C2O)cc1[N+](=O)[O-] (stereo not drawn)	-4	-1	-1	1	6	19	1	11	25

# Three structures from above, ordered by length of the SMILES, ascending:
cpd	smiles	KLK5 inh	p97 inhibitor	eIF4E-4G inh	Wee1 degr inh	MDM2 E3 inh	FXIIa inh 1536	14-3-3 Bad inh	FXIa inh	Rad51 HR inh
26	N/C(=N\OC(=O)CC1CCCCC1)c1cccnc1	7	4	-7[fluorescence artefact?]	-1	-6	20	-4	-50	3
31	CCCn1c(C(O)c2ccc(OC)cc2)nc2ccccc21 (stereo not drawn)	-7	2	0	-2	-8	10	-12	4	-2
25	CC(=O)Nc1cccc(NS(=O)(=O)c2ccccc2[N+](=O)[O-])c1	10	1	1	-1	-88	12	6	2	0

# Additional results
cpd	smiles	KLK5 inh	p97 inhibitor	eIF4E-4G inh	Wee1 degr inh	MDM2 E3 inh	FXIIa inh 1536	14-3-3 Bad inh	FXIa inh	Rad51 HR inh
33	CCOC(=O)c1ccccc1OCc1cc(/C=N/n2cnnc2)ccc1OC	-20	-1	-3	4	-7	10	-5	-3	2
34	Cc1c(C=O)c(=O)n(-c2ccccc2)n1-c1ccccc1	-25	9	-5	3	·	12	-2	9	·
35	CN(Cc1ccccc1)c1nc(N)c([N+](=O)[O-])c(Nc2cccc(F)c2)n1	-2	1	-3	1	6	10	-2	-1	-1
36	Cc1cccc(NC(=O)COC(=O)CNC(=O)C2CCCCC2)c1	-5	0	4	2	-74	18	1	6	4
37	CCOC(=O)/C(C#N)=C/C1=C(N2CCCC2)CC(C)(C)OC1	-17	-3	-2	3	-11	2	-20[fluorescence artefact?]	2	2
38	CCN(c1ccccc1)S(=O)(=O)c1ccc(C(=O)Nc2nnc(COC)o2)cc1	13	-1	-2[fluorescence artefact?]	0	-19	55*	-2	11	8
39	CC(C(=O)NCc1ccccn1)N1C(=O)c2ccccc2C1=O (stereo not drawn)	34	2	3	-1	-3	13	-6	18	1
40	O=C(Cc1c(F)c(F)c(F)c(F)c1F)OC12CC3CC(C1)C(=O)C(C3)C2	-1	3	7	3	-35	4	3	-5	·
41	Cc1ccccc1-n1c(-c2ccc(=O)[nH]n2)n[nH]c1=S	5	-4	-2	7	-5	10	-1	1	-3
42	COc1ccc(-c2nnc(SCC(=O)Nc3sc4c(c3C#N)CCCC4)n2-c2ccccc2)cc1	-7	1	5	-2	-6	14	23[fluorescence artefact?]	8	0
43	CC(=O)Nc1ccc(N(C(=O)Cn2nnc3ccccc32)C(C(=O)NC2CCCC2)c2ccc(O)c(O)c2)cc1 (stereo not drawn)	-2	4	0	-3	-2	7	-13	0	-2
44	CC(Oc1ccc(Br)cc1)C(=O)Nc1ccncc1 (stereo not drawn)	-11	4	2	-3	-13	0	3	-6	-21
45	COc1ccc2nc(/C=N/NC(=O)[C@H](C)NC(=O)OC(C)(C)C)ccc2c1	-25	2	-3[fluorescence artefact?]	1	-11	7	4[fluorescence artefact?]	7	-2
46	CC(C)Oc1ccccc1OCCCOc1cccc2cccnc12	-13	-4	10	0	-22	0	-19	-8	17
47	N#CCCN(CCC#N)S(=O)(=O)c1ccc(C(=O)Nc2nc(-c3ccccc3)c(C(=O)c3ccccc3)s2)cc1	4	7	-70	3	·	7	-72	5	-11
48	O=C(Cc1ccc(Br)cc1)Nc1nc2ccccc2[nH]1	-4	10	3	1	-6	7	2	0	1

# Part of the list above in another layout.
[13] COc1cc(C2CC(C(F)(F)F)n3ncc(C(=O)O)c3N2)cc(OC)c1OC (stereo not drawn)
[14] COc1ccccc1CNC(=O)C1CCN(S(=O)(=O)c2c(C)noc2C)CC1
[15] Cc1cc(Br)c(OCc2ccc(C(=O)N/N=C3\CC4CC=CC34)cc2)c(Br)c1 (stereo not drawn)
[16] CC(OC(=O)c1ccccc1N1C(=O)C2C3CCC(C3)C2C1=O)C(=O)c1ccccc1 (stereo not drawn)
compound no.,13,14,15,16
KLK5 inh,-9,7,-11,-9
p97 inhibitor,-2,2,3,-6
eIF4E-4G inh,-1[fluorescence artefact?],4,2,3[fluorescence artefact?]
Wee1 degr inh,2,4,-1,0
MDM2 E3 inh,11,13,4,-6
FXIIa inh 1536,-1,16,8,-3
14-3-3 Bad inh,3,0,-10,4
FXIa inh,5,8,3,-10
Rad51 HR inh,-4,2,-42,14

# (more compounds)
cpd	smiles	KLK5 inh	p97 inhibitor	eIF4E-4G inh	Wee1 degr inh	MDM2 E3 inh	FXIIa inh 1536	14-3-3 Bad inh	FXIa inh	Rad51 HR inh
49	CNC(=S)N(Cc1ccco1)Cc1cc2cc(OC)c(OC)cc2[nH]c1=O	-5	6	0	5	9	9	-17	-1	27
50	CC(Nc1cccc2ccccc12)C(=O)N/N=C/c1ccccn1 (stereo not drawn)	-28	2	11	0	·	4	-18	-9	2
51	CCOC(=O)c1c(-c2cccs2)csc1N	21	-2	-2	0	-8	21	6	7	-5
52	CN(C)S(=O)(=O)N1CCN(CC(=O)Nc2cc(Cl)ccc2Cl)CC1	-8	3	4	-3	-7	12	5	4	1
53	N#Cc1c(Oc2ccc3ccccc3c2)sc(C(=O)c2ccccc2)c1N	-21	1	5	-1	-7	17	3	-5	-8
54	CC(=O)C1=C(O)C(=O)N(CO)C1c1ccccc1F (stereo not drawn)	-29	-5	6	-1	-7	15	1	7	4

# 2 of the compounds above, with each value named:
51. CCOC(=O)c1c(-c2cccs2)csc1N
  KLK5 inh: 21 | p97 inhibitor: -2 | eIF4E-4G inh: -2 | Wee1 degr inh: 0 | MDM2 E3 inh: -8 | FXIIa inh 1536: 21 | 14-3-3 Bad inh: 6 | FXIa inh: 7 | Rad51 HR inh: -5
50. CC(Nc1cccc2ccccc12)C(=O)N/N=C/c1ccccn1 (stereo not drawn)
  KLK5 inh: -28 | p97 inhibitor: 2 | eIF4E-4G inh: 11 | Wee1 degr inh: 0 | MDM2 E3 inh: · | FXIIa inh 1536: 4 | 14-3-3 Bad inh: -18 | FXIa inh: -9 | Rad51 HR inh: 2

# With a hit mark in Wee1 degr inh, of those listed so far:
cpd	smiles	KLK5 inh	p97 inhibitor	eIF4E-4G inh	Wee1 degr inh	MDM2 E3 inh	FXIIa inh 1536	14-3-3 Bad inh	FXIa inh	Rad51 HR inh
10	Cc1ccc(CN2CCCC(CO)(Cc3ccccc3C)C2)s1 (stereo not drawn)	7	-2	0	8.9*	3	2	-2	-2	·
22	COc1ccc(CC(=O)O/N=C(\N)c2ccccn2)cc1	-1	8	-5	16*	-9	2	-3	2	·

# An unsorted share of the library; overall some 3.5% were active at least once.
